Bioassay records: PubChem, Broad Institute
LGR2 antag: inhibitors of bursicon-induced LGR2 CRE-luciferase signal, primary screen, cell-based, HEK293, CRE-luciferase reporter, bursicon stimulation; Drosophila bursicon receptor LGR2 (rickets); bursicon-stimulated, 4 h; inhibition, % at 9.99 µM; 380,000 compounds, 0.35% hits;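 active = drop in luminescence signal, shown as inhibition above about 50% in the replicate tests, limit read from the data, passing the limit was not always enough; inconclusive = probably only some replicates passing the limit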;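 note: agonist challenge used bursicon conditioned medium at about half maximal strength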
PglD DTNB: C. jejuni PglD acetyltransferase inhibitors, primary screen, biochemical, DTNB colorimetric, single point; UDP-N-acetylbacillosamine N-acetyltransferase PglD (Campylobacter jejuni); purified PglD enzyme, DTNB colorimetric CoA detection; inhibition, % at 12.5 µM; 360,000 compounds, 0.098% hits; in the data active = inhibition above about 16%, passing the limit was not always enough; inconclusive = no clear call, values can overlap the other calls; note: strong numbers were not always called active
Cneo AK release: Cryptococcus neoformans cell lysis inducers, primary screen, AK release luminescence, single concentration; C. neoformans lysis, adenylate kinase release luminescence, 4 h; normalised: neutral wells 0, clomiphene wells 100; lysis activity, % at 15 µM; 360,000 compounds, 0.2% hits; AID 651654, 2012;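 active = mean lysis activity across replicates of at least 80%, whatever share of replicates individually reach that level; inactive = mean lysis activity below 80%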
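Assay system: C. neoformans cells. Amount: yeast cell density of 5 × 10^6 cells/mL. Technique: AK luminescence. Buffer or medium: YPD. Times: static 4 h at 37 °C with compound, 1 h detection. Dosing: single-point compound dose. Read-out: lysis from increased AK signal.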
C2C12 statin: suppressors of statin myotoxicity in C2C12 myotubes, primary screen, cell-based, single point, plate reader; C2C12 myotubes + simvastatin, ATP luminescence, 48 h; scaled: DMSO 0, geranylgeraniol control 100; rescue of ATP level, % at 7.49 µM; 330,000 compounds, 0.78% hits; AID 602340, 2012;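 active = mean ATP rescue above about 67%, or every replicate alone reaching that limit, limit read from the data, passing the limit was not always enough; inconclusive = no clear call, values can overlap the other calls; inactive = mean under the limit and some replicate under it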;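 note: myotubes were challenged with 10 µM simvastatin during compound exposure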
PGC1a acetyl inh: inhibitors of PGC1a acetylation signal, primary screen, cell-based, U2OS, AlphaScreen, inhibitor mode | inhibition, % at 15.6 µM | AlphaScreen anti-acetyl-lysine; with virally co-expressed GCN5 acetyltransferase | 350,000 compounds, 0.17% hits | AID 651687, 2012;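 active = every replicate shows inhibition of at least 40%; inconclusive = mean inhibition at least 40% but some replicate below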;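 note: 0% = neutral control wells and 100% = positive control wells; some results beyond the cut were filed as inactive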
PAX8 inh HTS: inhibitors of PAX8-driven TPO luciferase reporter, primary screen, RMG-I cells, single concentration. 360,000 compounds, 1.2% hits. inhibition, % at 12.6 µM. SteadyGlo, 24 h;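 active = mean replicate inhibition at least 60% with every replicate also reaching 60%; inconclusive = only one of the two criteria is met; inactive = mean below 60% and not all replicates reaching 60%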;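 note: luciferase light reporting Pax8 driven TPO promoter activity; plate controls were median of neutral control wells for no effect and mitoxantrone controls for full effect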
ARNT-TACC3 inh: disruptors of ARNT/TACC3 protein interaction, primary screen, biochemical, AlphaScreen, single concentration | AID 623870, 2012 | 390,000 compounds, 0.66% hits | AlphaScreen His-ARNT PAS-B/GST-TACC3 binding, luminescence; TACC3 fragment carries E629A point mutation | inhibition, % at 9.99 µM;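 active = mean inhibition of replicates at least 50% and at least half of replicates each reaching 50%; inconclusive = half or more replicates reach 50% but mean below 50%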;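 note: 0% = complete ARNT plus TACC3 wells and 100% = ARNT alone without TACC3; many hits fall short of the cut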
GSIS activator: GLuc luminescence reporter in INS-1E cells, primary screen for activators of glucose-dependent secretion of insulin; INS-1E GLuc reporter insulin secretion, 2-3 h; activation, % at 16.6 µM; 370,000 compounds, 0.61% hits; AID 743287, 2014;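 active = lowest replicate activation of at least 40%, so every replicate reaches that level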;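 note: 0% = median of neutral control wells and 100% = median of IBMX positive control wells; some compounds called inactive have numbers as strong as hits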
Numbers without * were called inactive; ? = inconclusive; / = not tested or not shown; & = joins results of further samples. Not a hit list; about 2.9% have a hit in one of these screens.

[1] Cc1ccc(NC2CCCN(C(=O)CCC3=NNC(=O)CC3)C2)cc1C (stereo not drawn)
[2] O=C(COc1ccccc1Cl)NCCNC(=O)c1ccco1
[3] O=S(=O)(/C=C/c1ccccc1)N1CCc2ccccc2C1
[4] O=c1c2ccccc2n(CC(O)CN2CCOCC2)c2ccccc12 (stereo not drawn)
[5] Cc1nc(/N=C(\N)NC(=O)NC2CCCCC2)nc2ccccc12
[6] CC(C)C(NC(=O)c1c(F)cccc1F)C(=O)NNC(=O)c1ccccc1 (stereo not drawn)
[7] N#Cc1ccsc1NC(=O)C1CC(=O)N(Cc2ccccc2)C1 (stereo not drawn)
[8] CCOC(=O)C1CCCN(C(=O)c2ccc3[nH]c4c(c3c2)CC(C)CC4)C1 (stereo not drawn)
[9] Nc1nc(NCc2ccco2)nc(NC2CCCCC2)c1[N+](=O)[O-]
[10] O=C(NCc1ccccc1)c1nc2ccccc2s1

Compound	1	2	3	4	5	6	7	8	9	10
LGR2 antag	-5	12	1	14	-7	7	14	-3	-28	-7
PglD DTNB	5	6	-1	-6	3	-2	7	6	4	-6
Cneo AK release	1	4	12	-1	-6	2	3	4	0	-1
C2C12 statin	5	33	25	-2	-46	-6	11	-8	/	4
PGC1a acetyl inh	-1	-1	-23	-2	-7	/	6	-1	10	4
PAX8 inh HTS	4	-2	-3	-12	7	6	-9	-13	-4	-18
ARNT-TACC3 inh	-3	-11	-20	-8	4	-2	2	16	/	-8
GSIS activator	2	11	20	34	-5	16	12	-15	39	0

Looked up one by one from the list above, 5 records:
[5] Cc1nc(/N=C(\N)NC(=O)NC2CCCCC2)nc2ccccc12
[7] N#Cc1ccsc1NC(=O)C1CC(=O)N(Cc2ccccc2)C1 (stereo not drawn)
[8] CCOC(=O)C1CCCN(C(=O)c2ccc3[nH]c4c(c3c2)CC(C)CC4)C1 (stereo not drawn)
[6] CC(C)C(NC(=O)c1c(F)cccc1F)C(=O)NNC(=O)c1ccccc1 (stereo not drawn)
[2] O=C(COc1ccccc1Cl)NCCNC(=O)c1ccco1

Compound	5	7	8	6	2
LGR2 antag	-7	14	-3	7	12
PglD DTNB	3	7	6	-2	6
Cneo AK release	-6	3	4	2	4
C2C12 statin	-46	11	-8	-6	33
PGC1a acetyl inh	-7	6	-1	/	-1
PAX8 inh HTS	7	-9	-13	6	-2
ARNT-TACC3 inh	4	2	16	-2	-11
GSIS activator	-5	12	-15	16	11

(further entries)
[11] C=CCn1c(SCC(=O)NC(C)(C)C)nnc1-c1ccccc1O
[12] COc1ccccc1-n1cnnc1SCC(=O)N1CCN(S(=O)(=O)c2ccccc2)CC1
[13] O=C(Nc1ccccc1)C1Cc2c(-c3ccc(Cl)cc3)ccnc2O1 (stereo not drawn)
[14] CC(C)Oc1ccc(CCc2nnc(SC(C)C(=O)O)n2-c2ccccc2)cc1 (stereo not drawn)
[15] CNC(=O)c1[nH]cnc1C(=O)Nc1ccc(OC)cc1
[16] Cc1nnc(SCC(=O)NC(=O)NC(C)(C)C)s1
[17] C[C@@H]1CN([C@@H](C)CO)C(=O)c2cc(NC(=O)C3CCCCC3)ccc2O[C@@H](C)CCCCO[C@H]1CN(C)S(=O)(=O)c1ccc(Cl)cc1
[18] CCn1c(SCC(=O)Nc2ccc(NC(C)=O)cc2)nc2c1c(=O)n(C)c(=O)n2C
[19] O=C(COc1ccc(Cl)cc1)Nc1ccc2[nH]ncc2c1
[20] Cc1ccc(Nc2nc3ccccc3n3cnnc23)cc1Cl

Compound	11	12	13	14	15	16	17	18	19	20
LGR2 antag	-20	/	-2	22	-31	42	5	-2	/	-7
PglD DTNB	-6	-3	-1	/	4	/	8&-3	2	-2	/
Cneo AK release	1	5	1	/	2	/	0&2	-2	2	1
C2C12 statin	4	0	7	3	5	/	-11	10	8	17
PGC1a acetyl inh	0	0	/	3	/	/	0	28	/	/
PAX8 inh HTS	/	/	-20	24	-15	-18	5&25	5	-7	-24
ARNT-TACC3 inh	0	-14	/	-4	4	-6	-13	20	-7	10
GSIS activator	22	/	-40	30	16	4	-27&13	4	/	-11

[21] CC(C)CC#Cc1ccc2c(c1)O[C@H](CN(C)Cc1cncnc1)[C@@H](C)CN([C@H](C)CO)S2(=O)=O
[22] COc1cc(-c2coc3c(C(=O)NCc4ccccc4)cccc23)ccc1O
[23] O=[N+]([O-])c1ccc(N2CCN(CC3CCCCC3)CC2)cc1
[24] Cc1cc(N(C)C)ccc1N=Nc1ccc2ncccc2c1
[25] CC(C)(C)C(=O)Nc1ccc(S(=O)(=O)NC2=NCCCCC2)cc1
[26] COc1ccc(OC)c(S(=O)(=O)N2CCCCC2C(=O)N2CCN(c3ccccn3)CC2)c1 (stereo not drawn)
[27] CC(C)Oc1ccc(C(CC(=O)O)NC(=O)Cc2ccc(Cl)cc2)cc1 (stereo not drawn)
[28] C[C@@H]1CN([C@@H](C)CO)C(=O)c2cc(NC(=O)Nc3ccc(C(F)(F)F)cc3)ccc2O[C@@H](C)CCCCO[C@@H]1CN(C)Cc1ccccc1
[29] C/C(=N\NC(N)=O)C1CC(CC(C)C)C(=O)O1 (stereo not drawn)
[30] COc1ccc(OC)c(C2NC(=S)NC(C)=C2C(=O)Nc2ccccn2)c1 (stereo not drawn)

Compound	21	22	23	24	25	26	27	28	29	30
LGR2 antag	0	-23	17	-43	11	33	4	-5	-10	-5
PglD DTNB	0	0	-4	-145	3	-4	4	-1	-1	/
Cneo AK release	-6	0	0	-3	-2	-11	0	5	-1	/
C2C12 statin	-37	-10	4	-33	-4	-7	5	/	-4	/
PGC1a acetyl inh	-2	/	-63	-2	-1	12	2	-7	8	/
PAX8 inh HTS	/	-13	-2	-49	-10	1	4	79*	-12	0
ARNT-TACC3 inh	8	/	15	7	/	20	-1	-2	-2	-1
GSIS activator	-15	-7	-15	-13	7	6	-8	2	-2	-11

[31] COc1cccc(/C=C/C(=O)OCC(=O)Nc2cc(S(=O)(=O)N3CCOCC3)ccc2C)c1
[32] Cc1cc(C)n(CCC(=O)N/N=C/c2ccccc2O)n1
[33] CNC(=O)C[C@@H]1CC[C@H]2[C@@H](COC[C@H](O)CN2S(=O)(=O)c2ccc(Oc3ccccc3)cc2)O1
[34] COc1ccccc1NC(=S)N1CCC(NC(=O)C23CC4CC(CC(C4)C2)C3)CC1
[35] CCN(CC)c1ccc([N+](=O)[O-])cc1/C=N/NC(=O)CC#N
[36] C[C@H](CO)N1C[C@H](C)[C@@H](CN(C)C(=O)Nc2cccc3ccccc23)Oc2ccc(NC(=O)CCN3CCOCC3)cc2C1=O
[37] Cc1ccccc1OCC(O)Cn1c(=N)n(Cc2ccccc2)c2ccccc21 (stereo not drawn)
[38] CC(C)Cn1c(N)c(C(=O)COC(=O)[C@@H]2CCCN2C(=O)c2cccs2)c(=O)n(C)c1=O
[39] CCOc1ccc(CCNC(=O)CSCc2ccc(C)cc2)cc1OCC
[40] C/C=C/c1ccc([C@H]2[C@H](CO)N3C(=O)CN(Cc4ccccc4)C[C@@H]23)cc1

Compound	31	32	33	34	35	36	37	38	39	40
LGR2 antag	/	0	-6	19	-3	/	?	-2	-5	8
PglD DTNB	3	-1	-1	/	/	0	-3	/	/	/
Cneo AK release	-5	0	-4	/	/	-7	4	/	/	/
C2C12 statin	2	/	7	/	/	4	/	/	/	/
PGC1a acetyl inh	1	6	3	-5	/	13	0	10	5	1
PAX8 inh HTS	4	14	0	-8	5	8	43	12	-3	-24
ARNT-TACC3 inh	-1	1	-2	-1	-4	6	8	4	28	/
GSIS activator	/	4	5	-1	12	/	-29	-8	-33	-7

[41] C[C@H](CO)N1C[C@H](C)[C@H](CN(C)C(=O)Nc2ccc(C(F)(F)F)cc2)Oc2ccc(NC(=O)Nc3ccccc3)cc2C1=O
[42] COc1ccc(NS(=O)(=O)c2ccc(NC(=O)Cc3cccs3)cc2)cc1
[43] CC(=O)C[C@@H](O)CC(=O)[C@@H]1OC(=O)CCCCCCCc2ccccc21
[44] O=c1oc2c(-c3cccc(F)c3)cc(O)cc2s1
[45] CCc1ccc(N(CC(=O)NC(C)C)C(=O)CCC(=O)Nc2ccccn2)cc1
[46] CN1C(=O)c2cc(NC(=O)Nc3ccc(Cl)cc3)ccc2OC[C@@H]2O[C@@H](CC(=O)NCCN3CCCCC3)CC[C@H]21
[47] CC1(C)Cc2c(sc3nnn(Cc4ccc(Cl)cc4)c(=O)c23)CO1
[48] C=CCS(=O)(=O)N1CCCC(C(=O)c2cccc(Cl)c2)C1 (stereo not drawn)
[49] COc1ccc(C)cc1S(=O)(=O)Nc1ccccc1
[50] COc1ccc(COc2cc(-c3cccc(OC)c3)nc3ccc(NC(=O)c4ccc(Cl)cc4)cc23)cc1

Compound	41	42	43	44	45	46	47	48	49	50
LGR2 antag	23	1	1	9	9	3	-16	-30	0	3
PglD DTNB	-3	/	-6	5	7	6	-3	-25	/	-3
Cneo AK release	-2	/	1	2	-1	57	-2	-1	/	1
C2C12 statin	-63	/	28	/	-6	-8	/	-4	/	-33
PGC1a acetyl inh	-5	1	0	/	-4	-2	/	0	-22	-11
PAX8 inh HTS	/	-4	-7	12	16	-7	-7	6	/	24
ARNT-TACC3 inh	12	3	-1	16	14	5	-5	-5	-6	-5
GSIS activator	-15	-14	-10	-5	7	2	-14	5	11	-4

[51] Cn1c(N)c(C(=O)COC(=O)CNC(=O)c2ccccc2F)c(=O)n(C)c1=O
[52] CCc1nnc(NC(=O)c2nn(-c3ccccc3)nc2C)s1
[53] O=C(COC(=O)c1cc(=O)c2ccccc2o1)Nc1ccccc1F
[54] O=S(=O)(c1ccc(F)cc1)N1C[C@@H]2N[C@H](C1)C2c1ccc(-c2ccc(F)cc2)cc1 (stereo partly drawn)
[55] CN(C)C(=O)c1ccc(-c2cccc(-c3nc(C(=O)NC4CCC4)cc4c3[C@H](CCO)N([S@@](=O)C(C)(C)C)C4)c2)cc1
[56] O=C(c1cc2ccccc2o1)N1CCN(S(=O)(=O)/C=C/c2ccccc2)CC1
[57] COc1ccc(C#Cc2ccc3c(c2)[C@]2(C(=O)N3)[C@H](c3ccc(O)cc3)N3[C@H](c4ccccc4)[C@H](c4ccccc4)OC(=O)[C@H]3[C@@H]2C(=O)N2CCCCCCC2)cc1
[58] OC(CN1CCN(Cc2ccccc2)CC1)c1ccccc1 (stereo not drawn)

Compound	51	52	53	54	55	56	57	58
LGR2 antag	5	14	1	-17&-8	5	-7	/	12
PglD DTNB	2	/	3	/	4	-3	-1	/
Cneo AK release	2	/	2	/	-18	2	3	/
C2C12 statin	0	/	2	/	8	-7	/	/
PGC1a acetyl inh	-7	/	-3	-1&4	-19	4	14	/
PAX8 inh HTS	-7	37	/	-13&29	8	-5	-2	8
ARNT-TACC3 inh	-5	-18	-7	/	4	0	0	-20
GSIS activator	-5	4	25	47&-19	7	-22	/	-2
